# Screening data (PubChem)
# CIT2 TOR yeast: alters CIT2-GFP fluorescence in TOR pathway yeast screen | GFP response vs DMSO, % at 10 µM | 320,000 tested, 0.065% active | AID 2029 | S. cerevisiae CIT2-GFP strain, flow cytometry, 3 h; 100 means same as DMSO wells;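 active means GFP response relative to DMSO above a set limit, near the screen mean plus 3 SD, cut at about 150% in these data; inconclusive means Fewer than 70 cells measured for a yeast strain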;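 further: ratio of well median GFP fluorescence to mean of DMSO wells on the plate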
# MEP2-GFP yeast: yeast TOR pathway MEP2-GFP modulation; 330,000 tested, 0.51% active; GFP response vs DMSO, % at 10 µM; S. cerevisiae MEP2-GFP strain, flow cytometry GFP, 3 h; 100% = DMSO control level;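 active means GFP response versus DMSO above a set limit, roughly screen mean plus 3 SD, cut at about 180% in these data; inconclusive means fewer than 70 cells counted for a yeast strain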;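 further: median GFP fluorescence of the barcode-gated MEP2-GFP cells per well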
# VLA-4 inh: inhibition in a human VLA-4 binding assay; inhibition, % (about 7 µM as worked out from the volumes in the protocol); AID 2557; P13612; VLA-4 expressing cells, ligand binding flow cytometry; 330,000 tested, 0.2% active; in the data active means inhibition above about 50%
# JMJD2C inh: blocks human GASC-1 demethylase activity; Q9H3R0; GST-JMJD2C(1-420) H3K9me3 demethylation, DELFIA europium; inhibition, % at 2.35 µM; 330,000 tested, 0.069% active; AID 2099;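 active means more than half of a compound's replicate wells show inhibition beyond 50%, single wells judged on their own value; inconclusive means some, but no more than half, of replicates pass 50% inhibition; inactive means no replicate passes 50% inhibition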;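 further: signal counts dimethyl H3K9 product captured on neutravidin plate; 0% = median of DMSO wells and 100% = 0.3 times that DMSO median; strong numbers were not always called active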
# Target sequence (Q9H3R0 1-420 limits assumed): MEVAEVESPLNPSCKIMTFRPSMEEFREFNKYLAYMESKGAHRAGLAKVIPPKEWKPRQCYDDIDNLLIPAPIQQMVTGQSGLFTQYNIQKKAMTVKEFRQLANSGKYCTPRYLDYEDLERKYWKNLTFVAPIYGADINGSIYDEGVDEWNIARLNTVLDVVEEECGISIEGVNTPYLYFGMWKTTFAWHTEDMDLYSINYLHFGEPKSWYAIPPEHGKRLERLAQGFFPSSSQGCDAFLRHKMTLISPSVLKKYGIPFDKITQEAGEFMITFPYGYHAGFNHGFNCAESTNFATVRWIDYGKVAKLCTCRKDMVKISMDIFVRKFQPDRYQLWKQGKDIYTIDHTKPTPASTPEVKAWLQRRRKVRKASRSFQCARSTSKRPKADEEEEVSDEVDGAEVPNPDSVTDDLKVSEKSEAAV
# AGP1-GFP MLPCN: alters AGP1-GFP fluorescence in TOR pathway yeast screen | S. cerevisiae AGP1-GFP multiplex flow cytometry, 3 h; GFP as percent of DMSO wells | GFP response vs DMSO, % at 10 µM | 320,000 tested, 0.02% active;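 active means GFP response relative to DMSO above a set limit, near screen average plus 3 SD, cut at about 150% in these data; inconclusive means fewer than 70 cells counted for the yeast strain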;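 further: median GFP channel fluorescence of the gated AGP1 strain per well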
# LAP4-GFP MLPCN: modulators of TOR pathway LAP4-GFP in S. cerevisiae; S. cerevisiae LAP4-GFP multiplex, flow cytometry GFP, 3 h; median GFP as percent of DMSO wells; GFP response vs DMSO, % at 10 µM; 320,000 tested, 0.34% active; AID 2023;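 active means GFP response vs DMSO above a set limit, about the screen mean plus 3 SD, cut at about 150% in these data; inconclusive means under 70 cell events counted for the yeast strain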
# RPL19A TOR yeast: alters RPL19A-GFP fluorescence in TOR pathway yeast screen | S. cerevisiae RPL19A-GFP strain, flow cytometry, 3 h; hits give low values | percent response vs DMSO, % at 10 µM | 330,000 tested, 0.3% active | AID 2025;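 active means percent response vs DMSO below 50%; inconclusive means fewer than 70 events counted for the yeast strain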;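 further: median channel GFP fluorescence of the barcoded RPL19A-GFP strain; ratio of sample median GFP to plate DMSO average so 100% = DMSO; lower means less RPL19A-GFP as with rapamycin TOR inhibition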
# GRK2 aptamer HTS: inhibitors of human GRK2 displacing RNA aptamer; bead flow cytometry, FAM-aptamer displacement from GRK2; inhibition of aptamer binding, % at 10 µM; 330,000 tested, 0.59% active; AID 488847;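 active means inhibition of aptamer binding above 40%, roughly 3 SD of noise, on plates passing a quality check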;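 further: median bead fluorescence of bound FAM aptamer so fluorescent compounds give negative values; no value below 0 was filed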
# An asterisk follows results filed as active; ? = inconclusive; · = no result given; [ ] = another dose, or the depositor's remark. Rows are unselected; 1.7% or so of the library scored in one or more.
canonical_smiles,CIT2 TOR yeast,MEP2-GFP yeast,VLA-4 inh,JMJD2C inh,AGP1-GFP MLPCN,LAP4-GFP MLPCN,RPL19A TOR yeast,GRK2 aptamer HTS
O=C(NCCC1=CCCCC1)C(=O)NCC(c1ccco1)N1CCN(c2ccccc2F)CC1 (centres undefined),96,105,-1,15,101,92,103,9
COCCn1c(C)cc(C(=O)COC(=O)c2ccc([N+](=O)[O-])o2)c1C,101,112,3,0,118,102,107,4
COC(=O)c1[nH]c2ccccc2c1NC(=O)C(C)N1CCOCC1 (centres undefined),88,83,2,1,70,73,81,1
COc1ccc(-c2nc(CS(=O)CC(=O)N3CCc4ccccc4C3)c(C)o2)cc1 (centres undefined),102,103,-4,0,107,101,97,0
O=C(Nc1cccc(Cl)c1)c1cccnn1,99,107,-12,-3,100,105,96,3
CN(Cc1cccs1)C(=O)C1CC(=O)N(Cc2ccccc2)C1 (centres undefined),105,98,-6,4,112,111,96,0
COC(=O)c1ccc(-c2c(-c3ccccc3)ncc3cc(F)ccc23)cc1,99,86,-6,4,104,98,100,0
c1ccc(CSc2nnc(-c3cccs3)n2Cc2ccco2)cc1,115,99,-19,-1,97,74,102,0
CCOc1ccc(S(=O)(=O)/N=C(/Nc2ccc(S(N)(=O)=O)cc2)c2ccccc2)cc1,100,102,-4,-5,99,102,95,0
Cn1nc(C(F)(F)F)c(C(=O)Nc2ccc(F)cc2F)c1Sc1cccc(Cl)c1,99,101,0,174,95,99,104,1
CC(C)C(c1nnnn1C(C)(C)C)N1CCOCC1 (centres undefined),89,96,1,-6,·,95,96,47*
O=C(Cc1ccccc1)Nc1cc(Cl)ccc1Sc1ccccc1,102,84,4,-8,102,89,96,0
C=CCn1sc(N)c(C(=O)OCC)c1=S,101,101,6,1,104,106,101,4
Cc1cccc(Cn2c(=O)n(CCCC(=O)NCc3ccco3)c(=O)c3ccccc32)c1,105,103,-1,5,100,96,106,1
O=C(/C=C/c1ccc2c(c1)OCO2)Nc1nc(-c2ccccc2)cs1,97,105,18,42,98,100,99,0
CC(=N/O)/C(C)=N\NC(=O)c1ccccn1,110,103,8,11,116,115,117,1
O=c1cc(-c2ccccc2)cc(-c2ccccc2)n1O,69,97,-4,-3,89,194*,99,3
CNc1nc(SCc2ccccc2)nc(N2CCOCC2)n1,102,92,-8,5,81,102,98,0
CSc1nccc(Oc2cncc(Cl)c2)n1,99,100,-6,4,107,97,105,2
O=C(NNC(=O)c1cnccn1)c1cccc([N+](=O)[O-])c1,105,108,-8,?,105,100,101,0
Cc1ccc(C(=O)OCC(=O)c2ccccc2)cc1,92,107,7,4,97,104,99,3
COc1cc(C(=O)NC(CCSC)C(=O)OCc2cc([N+](=O)[O-])cc3c2OCOC3)cc(OC)c1OC (centres undefined),94,99,41,-2,95,95,95,0
COc1ccc(OC)c(C(=O)NC(CC(N)=O)c2ccc(N3CCN(c4ccccc4)CC3)c([N+](=O)[O-])c2)c1 (centres undefined),98,94,25,8,102,90,95,3
Cc1ccc2nc(C)cc(OCC(=O)O)c2c1,104,106,-3,5,118,96,102,1
O=C1CCCC(=O)C1Sc1ccc(Cl)cc1,·,102,14,-14,106,97,103,0
O=C(c1ccncc1)N1CCN(S(=O)(=O)c2cccc(C(F)(F)F)c2)CC1,95,94,23,-8,93,93,98,1
S=C(NCc1ccncc1)Nc1cc(Cl)cc(Cl)c1,100,99,3,0,103,104,102,4
CC1CCCC(C)N1C(=O)COC(=O)c1cccs1 (centres undefined),95,117,-5,0,108,114,102,0
Cc1ccc(NC(=O)C2CC2c2ccccc2)cc1 (centres undefined),99,108,-2,0,100,102,109,0
CCC(C)N=C1SCC(C)(/C=N/O)S1 (centres undefined),106,98,-11,2,109,103,103,0
CCOC(=O)c1nn(-c2ccc3c(c2)CCN3C(C)=O)cc1O,103,103,8,-1,102,103,99,3
Cc1nc([N+](=O)[O-])c(N2CCN(C)CC2)n1Cc1ccccc1,93,112,7,7,94,99,94,0
CC(=O)c1c(C)oc(C)c1CSCc1ccc(C(=O)O)o1,97,97,9,4,96,97,97,25
COCCNC(=O)C(c1ccc(O)cc1)N(Cc1ccccc1)C(=O)CCC(=O)Nc1ccccn1 (centres undefined),107,106,4,-14,97,94,110,1
CCc1ccc(NC(=O)c2cnn(-c3ccccc3)c2C)cc1,97,80,12,4,89,85,94,0
COc1ccccc1NC(=O)c1cc(=O)[nH]c2ccccc12,98,99,4,-5,90,83,100,0
CN(C)C(=O)C[n+]1ccc(/C=N/O)cc1,96,101,38,4,103,105,103,0
Cc1ccc(NC(=O)COc2ccc(Br)cc2C)cc1,96,243*,12,5,95,132,104,1
Cc1cc(=O)n(C)c(=O)n1CCCCOc1ccc([N+](=O)[O-])cc1,84,95,1,-3,93,93,98,0
CCCCOc1cccc(NC(=O)CSc2nncn2C)c1,83,89,-6,-6,94,99,91,2
CC(C)NC(=O)Cn1nnc(-c2cccc(NC(=O)c3ccccc3F)c2)n1,?,600*[may fluoresce violet],-1,?,19[may fluoresce violet],103[may fluoresce violet],45*[may fluoresce violet],0
C=CCNc1nc(C(=O)OC(C)C(=O)c2ccc(C)cc2)cs1 (centres undefined),84,90,-2,2,85,84,97,0
C=CC[C@@H](CC(=O)N[C@H](CO)Cc1ccccc1)C(=O)N[C@H](C)COC(=O)[C@@H](CC=C)CC(=O)OC(C)(C)C,94,99,10,·,104,100,98,0
COc1ccc(N2CCN(C(=O)c3ccccc3N(C)S(=O)(=O)c3ccccc3)CC2)cc1,?,85[may fluoresce red and violet],-3,1,97[may fluoresce red and violet],91[may fluoresce red and violet],?,0
CSc1ccccc1OCc1cc(C(=O)N(C)Cc2ccc3nsnc3c2)no1,·,92,-3,3,89,88,101,3
CCCCNC(=O)C1CCN(Cc2ccc(OCc3ccccc3)c(OC)c2)CC1,102,106,2,-3,107,92,102,0
CCCn1c(-c2ccc(C(=O)OC)cc2)nc2c1c(=O)[nH]c(=O)n2Cc1ccccc1,103,101,3,3,99,96,102,3
C[C@H](CO)N1C[C@H](C)[C@@H](CN(C)Cc2ccncc2)Oc2c(NC(=O)C3CCCCC3)cccc2C1=O,84,92,0,·,88,97,90,3
Cc1cc(NC(=O)CSc2ncnc3sc(C)c(C)c23)no1,96,101,-1,1,100,98,96,0
CCN1CCN(S(=O)(=O)c2ccc3[nH]c(=O)oc3c2)CC1,105,93,-6,12,105,97,106,0
CN1CCN(NC(=O)c2ccc(Cl)c(S(=O)(=O)Nc3ccc(Cl)cc3)c2)CC1,104,107,3,-6,100,104,107,3
Nc1nc(N2CCN(c3ccc(F)cc3)CC2)n[nH]1,104,103,-4,7,105,100,100,1
Cc1sc2ncnc(N/N=C/c3ccccc3O)c2c1C,79,84,10,-6,75,113,93,0
CS(=O)(=O)N1CCN(c2ccc([N+](=O)[O-])c(NCCN3CCOCC3)c2)CC1,93,101,5,-3,99,96,100,0
O=C(CN1CCOCC1)N/N=C/C(Br)=C\c1ccccc1,103,104,4,2,98,101,112,1
O=C(O)CCCCCCNS(=O)(=O)c1ccccc1,93,101,11,8,116,85,107,0
COc1ccc2c(c1)[nH]c1c(Cl)ncnc12,93,87,3,6,84,?,103,0
Cc1ccccc1NC(=O)/C=C/c1cccc(C(F)(F)F)c1,89,98,10,13,91,112,93,0
CC1(OC(=O)CCc2ccccc2)C(=O)C=C2C=C(c3ccc(C#N)cc3)N(c3ccccc3)C=C2C1=O (centres undefined),63,93,4,9,74,120,94,0
COc1cccc(-c2nc(CS(=O)(=O)CC(=O)NCCCN3CCc4ccccc4C3)c(C)o2)c1,91,87,4,6,92,94,102,0

# Following part:
canonical_smiles,CIT2 TOR yeast,MEP2-GFP yeast,VLA-4 inh,JMJD2C inh,AGP1-GFP MLPCN,LAP4-GFP MLPCN,RPL19A TOR yeast,GRK2 aptamer HTS
O=C(NCc1ccc[n+](CCCCS(=O)(=O)[O-])c1)c1ccc(OC(F)F)cc1,115,106,4,-8,108,103,105,3
CCC1CCCCN1Cc1cc(OC)c(O)c([N+](=O)[O-])c1 (centres undefined),111,113,36,-2,105,91,109,0
Nc1c(N(Cc2ccccc2)C(=O)COc2ccc(F)cc2Cl)c(=O)[nH]c(=O)n1Cc1ccccc1,87,101,-7,-2,93,99,100,3
Cc1cc(C)cc(NC(=O)C(OC(=O)c2ccc(NC(=O)CC#N)cc2)c2ccccc2)c1 (centres undefined),101,99,4,-20,102,105,100,0
OCCN1CNC(=S)NC1,103,105,13,6,107,105,100,·
Cc1cc(C)c(S(=O)(=O)N(C2=NCCS2)S(=O)(=O)c2c(C)cc(C)cc2C)c(C)c1,100,96,10,-1,95,97,93,0
O=C(Cc1c[nH]c2ccccc12)N/N=C/c1ccccc1O,98,97,0,-5,101,102,98,0
Cc1cc(C)cc(N(CC(=O)NC2CCCC2)C(=O)c2csnn2)c1,97,102,10,-12,99,95,104,0

# An excerpt of these results, field by field.
Cc1cc(C)cc(NC(=O)C(OC(=O)c2ccc(NC(=O)CC#N)cc2)c2ccccc2)c1 (centres undefined)
  CIT2 TOR yeast: 101
  MEP2-GFP yeast: 99
  VLA-4 inh: 4
  JMJD2C inh: -20
  AGP1-GFP MLPCN: 102
  LAP4-GFP MLPCN: 105
  RPL19A TOR yeast: 100
  GRK2 aptamer HTS: 0
OCCN1CNC(=S)NC1
  CIT2 TOR yeast: 103
  MEP2-GFP yeast: 105
  VLA-4 inh: 13
  JMJD2C inh: 6
  AGP1-GFP MLPCN: 107
  LAP4-GFP MLPCN: 105
  RPL19A TOR yeast: 100
  GRK2 aptamer HTS: ·
Cc1cc(C)c(S(=O)(=O)N(C2=NCCS2)S(=O)(=O)c2c(C)cc(C)cc2C)c(C)c1
  CIT2 TOR yeast: 100
  MEP2-GFP yeast: 96
  VLA-4 inh: 10
  JMJD2C inh: -1
  AGP1-GFP MLPCN: 95
  LAP4-GFP MLPCN: 97
  RPL19A TOR yeast: 93
  GRK2 aptamer HTS: 0
O=C(Cc1c[nH]c2ccccc12)N/N=C/c1ccccc1O
  CIT2 TOR yeast: 98
  MEP2-GFP yeast: 97
  VLA-4 inh: 0
  JMJD2C inh: -5
  AGP1-GFP MLPCN: 101
  LAP4-GFP MLPCN: 102
  RPL19A TOR yeast: 98
  GRK2 aptamer HTS: 0

# By substructure, the entries above with a CF3 group.
canonical_smiles,CIT2 TOR yeast,MEP2-GFP yeast,VLA-4 inh,JMJD2C inh,AGP1-GFP MLPCN,LAP4-GFP MLPCN,RPL19A TOR yeast,GRK2 aptamer HTS
Cn1nc(C(F)(F)F)c(C(=O)Nc2ccc(F)cc2F)c1Sc1cccc(Cl)c1,99,101,0,174,95,99,104,1
O=C(c1ccncc1)N1CCN(S(=O)(=O)c2cccc(C(F)(F)F)c2)CC1,95,94,23,-8,93,93,98,1
Cc1ccccc1NC(=O)/C=C/c1cccc(C(F)(F)F)c1,89,98,10,13,91,112,93,0
